# CRFR2-BP ag – agonists of human CRF-binding protein/CRF-R2 receptor complex; HEK293 CRF-R2/CRF-BP, calcium dye fluorescence (FLIPR); percent of saturating CRF peptide response; activation, % at 13.2 µM; 350,000 compounds, 0.46% hits; AID 588473;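 active = activation of at least 50%, plus an integration ratio under a set limit after plate pattern correction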;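 note: plate controls were neutral control wells without compound for no effect and CRF at EC100 for full effect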
# PHOSPHO1 inh – blocks human PHOSPHO1 phosphatase activity | Q8TCT1 | recombinant PHOSPHO1, absorbance phosphatase assay | inhibition, % at 13.3 µM | 290,000 compounds, 1.1% hits; in the data active = inhibition above about 60%
# CRFR2-BP antag – antagonists of CRF-binding protein/CRF-R2 receptor complex; HEK293 CRF-R2/CRF-BP, CRF-induced calcium fluorescence; inhibition, % at 11.8 µM; 350,000 compounds, 0.59% hits; AID 588475;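 active = inhibition of the ligand-induced calcium signal above about 50% at the single tested concentration, limit read from the data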
# MEKK3 PB1 HTS – raises or lowers MEK5 binding to the human MEKK3 PB1 domain; bead-based flow cytometry, Alexa488-MEK5 binding to MEKK3; actives lie on both sides; 0 = blocked by unlabeled MEK5, 100 = vehicle; 290,000 compounds, 1.4% hits; Q99759; binding response (% of control), % at 10 µM; AID 1529;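 active = binding response more than 3 SD above or below the average of its plate-row segment, actives on both sides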;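 note: Alexa488 bead fluorescence after subtracting the streptavidin-only scavenger bead signal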
# IDE act – activators of human insulin-degrading enzyme in cells; activation, % at 5.96 µM; 340,000 compounds, 0.073% hits; P14735; HEK cells, FAbeta-B cleavage, fluorescence polarization; 0% vehicle, 100% cell-free pure enzyme wells; AID 493087;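 active = activation above the mean of all tested compounds plus 3 SD, set per screening campaign, cut at about 17% in these data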
# M4 PAM – CHRM4 positive allosteric modulation; AID 624126; P08173; 360,000 compounds, 0.4% hits; activation, % at 3 µM; CHO-K1 hM4/Gqi5, Fluo-8 calcium fluorescence, ACh EC20; 0% = ACh EC20, 100% = maximal ACh;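 active = activation above its plate's cutoff, the mean activation of sample wells plus 3 SD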; note: some results filed as inactive read as strong as hits
# IDE cell inh – inhibitors of human insulin-degrading enzyme in cells. AID 434962. inhibition, % at 5.59 µM. 320,000 compounds, 0.41% hits. HEK cells, FAbetaB cleavage, fluorescence polarization. P14735;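 active = percent inhibition above the average of all tested compounds plus 3 SD, set per screening campaign, cut at about 16% in these data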;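 note: IDE supplied by intact live HEK cells; FP after avidin binding of uncleaved biotin substrate so inhibition keeps polarization high; 0% = DMSO wells and 100% = 60 µM reference IDE inhibitor Ii1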
# pCIP destab – compounds decreasing mouse p/CIP protein stability; Q05BA5; decrease of EGFP signal, % at 10 µM; 290,000 compounds, 0.01% hits; F442A p/CIP-EGFP cells, EGFP fluorescence, 16 h;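 active = EGFP signal decrease of at least 30% at 10 µM or well 3 SD below plate mean, unless failing retest; inactive = the rest, including hits failing retest or dose response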; note: some compounds called inactive have numbers as strong as hits; many of its hits are not listed in these tables
# Target sequence (Q05BA5 1-1403): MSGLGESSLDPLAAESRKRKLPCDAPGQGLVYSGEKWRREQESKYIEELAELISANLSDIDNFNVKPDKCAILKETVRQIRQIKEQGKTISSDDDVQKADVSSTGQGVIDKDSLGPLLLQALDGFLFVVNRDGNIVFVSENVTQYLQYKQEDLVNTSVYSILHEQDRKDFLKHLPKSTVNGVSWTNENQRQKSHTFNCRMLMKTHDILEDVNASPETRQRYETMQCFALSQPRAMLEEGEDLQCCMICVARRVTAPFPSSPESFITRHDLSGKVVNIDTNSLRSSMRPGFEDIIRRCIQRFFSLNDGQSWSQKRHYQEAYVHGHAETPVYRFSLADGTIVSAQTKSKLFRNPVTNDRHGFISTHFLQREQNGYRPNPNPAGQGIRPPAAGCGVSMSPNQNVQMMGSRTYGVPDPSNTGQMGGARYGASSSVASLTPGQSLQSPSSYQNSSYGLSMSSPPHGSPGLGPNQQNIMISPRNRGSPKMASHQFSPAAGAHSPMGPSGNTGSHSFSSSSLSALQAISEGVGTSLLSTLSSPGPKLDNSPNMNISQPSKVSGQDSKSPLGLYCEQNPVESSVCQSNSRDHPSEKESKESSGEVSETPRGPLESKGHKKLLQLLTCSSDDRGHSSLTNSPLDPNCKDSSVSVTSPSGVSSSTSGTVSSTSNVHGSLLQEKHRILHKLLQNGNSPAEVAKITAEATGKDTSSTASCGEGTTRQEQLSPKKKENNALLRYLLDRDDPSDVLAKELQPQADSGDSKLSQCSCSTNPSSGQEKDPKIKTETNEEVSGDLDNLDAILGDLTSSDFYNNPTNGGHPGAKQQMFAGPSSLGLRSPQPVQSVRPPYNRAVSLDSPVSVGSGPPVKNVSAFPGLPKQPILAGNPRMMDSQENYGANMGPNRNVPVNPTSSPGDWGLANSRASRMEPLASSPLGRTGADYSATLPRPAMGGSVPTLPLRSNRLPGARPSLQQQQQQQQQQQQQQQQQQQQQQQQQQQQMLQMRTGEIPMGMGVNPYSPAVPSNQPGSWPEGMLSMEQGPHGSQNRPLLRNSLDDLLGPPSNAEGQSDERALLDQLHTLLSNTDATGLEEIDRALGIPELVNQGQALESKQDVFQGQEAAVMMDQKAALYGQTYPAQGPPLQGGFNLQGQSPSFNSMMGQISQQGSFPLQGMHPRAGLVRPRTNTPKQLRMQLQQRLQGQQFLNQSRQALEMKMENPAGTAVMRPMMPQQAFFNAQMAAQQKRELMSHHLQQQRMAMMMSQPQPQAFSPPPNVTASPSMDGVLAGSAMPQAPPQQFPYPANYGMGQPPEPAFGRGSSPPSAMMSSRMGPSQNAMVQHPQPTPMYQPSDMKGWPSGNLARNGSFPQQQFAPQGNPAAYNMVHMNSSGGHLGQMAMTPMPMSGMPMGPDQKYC
# GalR3 antagonist – antagonists of human GalR3; O60755; HEK293 GalR3-CNG cAMP membrane potential fluorescence; galR3 body fused to GalR1 C-terminus; inhibition, % at 3 µM; 360,000 compounds, 0.44% hits;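 active = inhibition above the screen-wide average plus 3 SD, cut at about 13% in these data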;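 note: forskolin and galanin both at EC90 stimulate the cells; cAMP rise reported by CNG channel membrane potential dye signal; 0% = forskolin plus galanin with DMSO and 100% = forskolin alone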
# The depositor's hits bear a star; · = not tested or not shown.
# The line under a structure holds: CRFR2-BP ag	GalR3 antagonist	PHOSPHO1 inh	CRFR2-BP antag	pCIP destab	IDE cell inh	MEKK3 PB1 HTS	M4 PAM	IDE act
COc1ccc(CN2C(=O)c3cccnc3C2=O)cc1S(=O)(=O)N1CCCC(C)C1 (configuration not stated)
    0.3	5	24	7	11	5	103	6	9
CC(C)(C)CC(C)(C)N=C1NS(=O)(=O)c2cc([N+](=O)[O-])ccc21
    -1.7	1	42	-31	-19	-1	99	1	2
COc1ccc(-c2cc(C(F)(F)F)n3nc(C(=O)N4CCOCC4)nc3n2)cc1
    -10	3	-11	11	2	·	97	14	1
CS(=O)(=O)Nc1nnc(SCC(=O)Nc2cccc([N+](=O)[O-])c2)s1
    -0.5	5	-6	-11	2	-1	102	0	-1
CCOC(=O)Nc1cc(C)c(Cl)cc1OC
    -1.4	-1	19	19	0	0	94	-2	4
CCOc1cccc(C(=O)N2CCCCC2c2cccnc2)c1 (configuration not stated)
    -0.8	-4	-14	-12	-13	-2	98	-2	2
CNC(CC(C)C)C(=O)NC1C(=O)NC(CC(N)=O)C(=O)NC2C(=O)NC3C(=O)NC(C(=O)NC(C(=O)O)c4cc(O)cc(O)c4-c4cc3ccc4O)C(O)c3ccc(c(Cl)c3)Oc3cc2cc(c3OC2OC(CO)C(O)C(O)C2OC2C[C@](C)(N)C(O)C(C)O2)Oc2ccc(cc2Cl)C1O (some centres not stated)
    -1.3	·	·	24	·	-3	·	0	4
O=C(NCc1nnc(SCC(=O)N2CCN(c3ccccc3)CC2)o1)c1c(F)cccc1Cl
    3.0	·	28	4	-2	8	101	-9	-6
CC(=O)C1C(=O)CC(c2ccc(Cl)cc2)CC1=O (configuration not stated)
    -4.3	0	20	9	-4	7	97	-4	6
CCOC(=O)c1c(C)[nH]c(C(=O)NNC(=O)c2ccc(Br)cc2)c1C
    -4.5	-2	·	0	·	0	·	12	1

# (further entries)
# The line under a structure holds: CRFR2-BP ag	GalR3 antagonist	PHOSPHO1 inh	CRFR2-BP antag	pCIP destab	IDE cell inh	MEKK3 PB1 HTS	M4 PAM	IDE act
COc1ccc(NC(=O)C2=CC(c3cccs3)=NS(=O)(=O)N2C)cc1
    -3.9	·	12	-52	0	-2	100	-3	1
C/C=C(\C)C(=O)O[C@@H]([C@H](O)c1cc2ccc(=O)oc2cc1OC)C(C)(C)O
    -0.5	-4	·	-2	·	4	·	1	-1
Cc1ccc([C@H]2C[C@@H](O)[C@H](n3cc(C4CC4)nn3)CN2C(=O)C2CCCCC2)cc1
    -0.2	-7	·	3	·	·	·	2	·
COC(=O)CNC(=O)C1Nc2ccc(OC(F)(F)F)cc2C2C=CCC12 (configuration not stated)
    -1.1	-2	·	10	·	3	104	-2	7
Cc1cnc(C(=O)OCc2ccc(COC(=O)c3cnc(C)cn3)cc2)cn1
    2.1	-1	7	-5	3	3	111	-2	-3
O=C(NCCSCc1ccc(Cl)cc1Cl)c1ccc(CN2CCOCC2)cc1
    3.2	-8	-1	-10	-4	3	97	-7	1
Cc1ccc(/C=C(/C#N)C(=O)NC(C)c2ccccc2)o1 (configuration not stated)
    -1.2	2	5	8	-10	-6	89	21	2
CCC(=O)N(Cc1cc(=O)[nH]c2ccccc12)C1CCCCC1
    -0.2	-3	-2	-6	-12	1	99	8	-5
CC(=O)NCCC(=O)Nc1nc(-c2ccc3ccccc3c2)cs1
    0.2	-5	22	3	-4	·	104	-4	0
O=C(Nc1ccc(Cl)cc1Cl)NC1CCN(S(=O)(=O)c2ccc(F)cc2)CC1
    5.6	4	33	-4	2	6	99	6	1

# Going on with the list.
# The line under a structure holds: CRFR2-BP ag	GalR3 antagonist	PHOSPHO1 inh	CRFR2-BP antag	pCIP destab	IDE cell inh	MEKK3 PB1 HTS	M4 PAM	IDE act
CCn1nnc(-c2ccccc2NS(=O)(=O)c2ccc(C(=O)OC)cc2)n1
    -1.2	0	20	16	-13	1	92	-13	-2
Cc1sc2nc(-c3ccncc3)[nH]c(=O)c2c1-c1ccccc1
    ·	·	3	·	-5	0	92	·	·
CSc1nc(-c2ccco2)nn1C(=O)Cc1ccccc1
    -0.8	0	20	1	-3	0	102	5	5
Cc1cc(=O)[nH]c2ccc(S(=O)(=O)Nc3ccccc3)cc12
    2.2	-9	·	-1	7	0	106	2	5
O=C(NNC(=O)c1cnccc1C(F)(F)F)c1cccc(Cl)c1
    -1.6	-2	30	-4	-6	0	89	-1	9
COc1ccccc1C(=O)NCC(=O)N1CCN(c2ncccn2)CC1
    -0.6	-5	·	5	·	4	·	1	3
CC(NC(=O)COc1cccc(Br)c1)C(=O)O (configuration not stated)
    -0.7	0	28	-5	-3	-1	·	2	2
C/C(CC1CC(COCCC(C)C)OC1=O)=N\NC(N)=S (configuration not stated)
    -0.1	-6	-5	10	-1	12	97	4	-6
C=CC[C@@H](CC(=O)N[C@H](CO)Cc1ccccc1)C(=O)N[C@@H](COC(=O)[C@@H](CC=C)Cc1ccc(F)cc1)Cc1ccccc1
    0.8	-1	·	-12	·	4	·	6	6
CC(Oc1ccc(C#N)cc1)C(=O)Nc1ccc(-n2cnnn2)cc1 (configuration not stated)
    19	-3	·	-17	·	·	·	-5	8

# Remaining list, next part:
# The line under a structure holds: CRFR2-BP ag	GalR3 antagonist	PHOSPHO1 inh	CRFR2-BP antag	pCIP destab	IDE cell inh	MEKK3 PB1 HTS	M4 PAM	IDE act
N/C(=N\c1nc2ccccc2o1)NC(=O)c1cccc(Cl)c1
    1.5	-6	33	4	6	10	94	-1	·
CC(OCC(O)CN(C)CCOc1ccccc1)c1ccc(Cl)cc1 (configuration not stated)
    -0.2	-6	-39	-11	-9	3	104	-12	2
Cc1ccnc(N2CCC(C(=O)NNC(=O)c3ccncc3)CC2)n1
    -2.4	1	10	11	-2	-4	105	14	3
Cc1cc(C)cc(NC(=O)CSc2ccc(-c3ccccn3)nn2)c1
    -0.9	0	56	7	-4	-3	103	10	-2
COCCCNC(=O)c1cc2c(=O)n3cccc(C)c3nc2n(C(C)C)c1=N
    -2.6	5	-32	-8	-5	-5	92	7	2
COc1cccc(-c2c(C#N)c(SC)nc3cc(C)nn23)c1
    -0.4	-1	23	4	-10	7	102	15	0
CCN1CCN(CCOCCOc2ccccc2-c2ccccc2)CC1
    ·	·	6	·	-13	-2	105	·	·
COc1ccc(CCCC(=O)N/N=C\c2cccs2)cc1
    1.6	-6	21	-28	-7	3	99	2	2
CCN(CC(=O)Nc1ccccc1OC)C(=O)CSCC(=O)Nc1cccc(C)c1
    0.3	-2	·	-3	·	·	·	4	-2
COc1ccccc1NC(=O)COc1ccc(/C=N/n2cnnc2)cc1OC
    -1.6	3	2	15	5	-3	106	-16	2

# Carrying on.
# The line under a structure holds: CRFR2-BP ag	GalR3 antagonist	PHOSPHO1 inh	CRFR2-BP antag	pCIP destab	IDE cell inh	MEKK3 PB1 HTS	M4 PAM	IDE act
COc1ccc(CCNC(=O)CN2C(=O)NC3(CCc4ccccc43)C2=O)cc1 (configuration not stated)
    0.6	-3	·	4	·	4	·	5	1
O=C(NCCC1=CCCCC1)c1cc(COc2ccc(F)cc2Cl)on1
    8.0	0	6	3	8	-1	102	-15	-2
CC(C)Cc1nn2c(=O)cc(CSCC(=O)Nc3ccccc3F)nc2s1
    -3.5	-5	37	-6	1	3	100	-2	-1
CCOC(=O)c1sc(C)c2c(=O)n(CC)nnc12
    -1.5	-6	-28	-12	11	-1	99	-4	-3
O=c1c2c(C(F)(F)F)cc(C(F)(F)F)nc2[nH]n1-c1ccccc1
    -1.3	-5	8	12	5	0	100	6	-5
CC(C)COc1cccc(C(=O)Nc2ccc(N3CCOCC3)cc2N2CCOCC2)c1
    -1.3	-4	·	-10	·	5	·	5	5
Cc1ccccc1CSCc1nc(N)nc(Nc2ccccc2C)n1
    1.5	-1	4	-29	17	1	64	4	3
CC(=O)Nc1ccc(S(=O)(=O)N2CCCCC2C(=O)O)cc1 (configuration not stated)
    0.2	-2	39	8	-5	3	102	-1	0
Cn1c(SCC(=O)N2CCCCCC2)nc2c([nH]c3ccccc32)c1=O
    -0.6	-4	23	10	-4	3	115	8	1
O=C(NCc1ccccc1)C1CC(=O)N(C2CCCCCC2)C1 (configuration not stated)
    0.3	-3	-1	-23	-3	3	106	3	9

# Remaining list, next part
# The line under a structure holds: CRFR2-BP ag	GalR3 antagonist	PHOSPHO1 inh	CRFR2-BP antag	pCIP destab	IDE cell inh	MEKK3 PB1 HTS	M4 PAM	IDE act
CC(=O)Oc1ccccc1C(=O)N1CCN(S(=O)(=O)c2ccc3ccccc3c2)CC1
    -0.2	-6	53	5	-1	-4	105	-6	1
CCN1CCN(C2=C(Cl)C(=O)N(Cc3ccccc3)C2=O)CC1
    3.4	-1	-3	-2	-15	-3	105	-7	-5
Cc1cc(C)c(O)c(-c2cc(C(=O)NCc3ccccc3)[nH]n2)c1
    -0.5	-3	-7	4	-6	-4	102	-5	-3
COc1ccccc1NC(=O)CN1CCN(c2ccccc2)CC1
    -0.6	-5	38	-2	-6	-9	101	4	7
C/C=C/c1ccc(OCCCCOc2ccccc2C(C)=O)c(OC)c1
    -0.3	-4	5	-6	0	2	89	-4	3
Cc1cccc(C)c1NC(=O)Cn1c(=O)n(CCCC(=O)NCc2ccco2)c(=O)c2sccc21
    0.3	-7	16	8	5	-4	95	4	3
OCCC#Cc1ccc(CN2CCN(C3CCCCC3)C(CCO)C2)cc1 (configuration not stated)
    1.4	13*	10	7	19	4	105	-15	2

# Structural class: those above with fluorine (nine)
# The line under a structure holds: CRFR2-BP ag	GalR3 antagonist	PHOSPHO1 inh	CRFR2-BP antag	pCIP destab	IDE cell inh	MEKK3 PB1 HTS	M4 PAM	IDE act
COc1ccc(-c2cc(C(F)(F)F)n3nc(C(=O)N4CCOCC4)nc3n2)cc1
    -10	3	-11	11	2	·	97	14	1
O=C(NCc1nnc(SCC(=O)N2CCN(c3ccccc3)CC2)o1)c1c(F)cccc1Cl
    3.0	·	28	4	-2	8	101	-9	-6
COC(=O)CNC(=O)C1Nc2ccc(OC(F)(F)F)cc2C2C=CCC12 (configuration not stated)
    -1.1	-2	·	10	·	3	104	-2	7
O=C(Nc1ccc(Cl)cc1Cl)NC1CCN(S(=O)(=O)c2ccc(F)cc2)CC1
    5.6	4	33	-4	2	6	99	6	1
O=C(NNC(=O)c1cnccc1C(F)(F)F)c1cccc(Cl)c1
    -1.6	-2	30	-4	-6	0	89	-1	9
C=CC[C@@H](CC(=O)N[C@H](CO)Cc1ccccc1)C(=O)N[C@@H](COC(=O)[C@@H](CC=C)Cc1ccc(F)cc1)Cc1ccccc1
    0.8	-1	·	-12	·	4	·	6	6
O=C(NCCC1=CCCCC1)c1cc(COc2ccc(F)cc2Cl)on1
    8.0	0	6	3	8	-1	102	-15	-2
CC(C)Cc1nn2c(=O)cc(CSCC(=O)Nc3ccccc3F)nc2s1
    -3.5	-5	37	-6	1	3	100	-2	-1
O=c1c2c(C(F)(F)F)cc(C(F)(F)F)nc2[nH]n1-c1ccccc1
    -1.3	-5	8	12	5	0	100	6	-5

# Compound activity as filed in PubChem.
